Assay outcomes as filed in PubChem.
Platelet DG rel – inhibitors of platelet dense granule secretion, primary screen, cell-based, MLPCN, human platelets | 300,000 compounds, 0.22% hits | inhibition, %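 (compounds screened at 7.5 µM in platelet-rich plasma)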 | human platelet-rich plasma, SFLLRN dense granule ATP release, luminescence;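 active = mean replicate score, as percent of positive control, at or above 50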
KCNQ1 act – potentiators or activators of KCNQ1 channel, primary screen, cell-based, thallium flux, high-throughput; CHO-K1 KCNQ1, thallium flux FluxOR fluorescence; stronger effect = higher value; 310,000 compounds, 0.35% hits; B-score at 10 µM; Potassium voltage-gated channel subfamily KQT member 1 (Homo sapiens), P51787;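 active = fluorescence ratio B-score, a plate-corrected score, at least three library SD, with initial intensity B-score within 5 SD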
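Assay system: CHO-K1 cells stably expressing KCNQ1. Medium: assay buffer for compound exposure, DMSO matched across wells. Timing: 37 °C overnight plating, 90-min dark dye load, 20-min compound pretreatment. Signal: kinetic FluxOR fluorescence, 10 s baseline plus 110 s post-stimulus.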
hERG protect – hERG rescue from dofetilide block, primary screen, cell-based, CHO-hERG, FluxOR thallium flux, dofetilide IC70 | Voltage-gated inwardly rectifying potassium channel KCNH2 (Homo sapiens), Q12809 | dofetilide IC70 present | activation (rescue from dofetilide block), less the hit threshold, % at 10 µM | 310,000 compounds, 0.51% hits | AID 1511, 2009;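 active = activation above the mean of controls blocked by dofetilide plus 5 SD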;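 also: thallium influx through hERG after potassium depolarization seen as dye fluorescence rise; in these data hits start at about 4.7%; inactives centre near -7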
KCNK9 block – KCNK9 potassium channel inhibitors, primary screen, HEK293 cells, thallium flux | B-score at 10 µM | 310,000 compounds, 1.2% hits | FluxOR thallium flux fluorescence; stronger effect = lower value | Potassium channel subfamily K member 9 (Homo sapiens), Q9NPC2;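 active = ratio B-score over 3 SD below the library mean, with starting fluorescence within 5 SD of its mean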;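 also: negative B-score means less thallium flux so channel inhibition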
KCNK3 inh – human KCNK3 channel inhibitors, primary screen, CHO cells, FluxOR thallium flux, B-score | B-score at 10 µM | Potassium channel subfamily K member 3 (Homo sapiens), O14649 | FluxOR fluorescence; stronger effect = lower value | 340,000 compounds, 0.84% hits | AID 602410, 2012;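 active = B-score under library mean minus 4 SD, starting fluorescence ratio at most library mean plus 5 SD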;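 also: more negative B-score means stronger inhibition of thallium flux through KCNK3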
TRPC4 act – activators of mouse TRPC4 channel, primary screen, Fluo4 calcium, HEK293 TRPC4beta/mu-opioid cells; Short transient receptor potential channel 4 (Mus musculus), Q9QUQ5; 310,000 compounds, 0.49% hits; AID 2237, 2010; B-score at 10 µM; Fluo4 calcium fluorescence; stronger effect = higher value;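 active = B-score above 5 SD of library B-scores, and initial fluorescence ratio not above library mean plus 5 SD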;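 also: positive B-score marks a calcium rise read as TRPC4 activation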
Target sequence (Q9QUQ5 whole entry, looked up): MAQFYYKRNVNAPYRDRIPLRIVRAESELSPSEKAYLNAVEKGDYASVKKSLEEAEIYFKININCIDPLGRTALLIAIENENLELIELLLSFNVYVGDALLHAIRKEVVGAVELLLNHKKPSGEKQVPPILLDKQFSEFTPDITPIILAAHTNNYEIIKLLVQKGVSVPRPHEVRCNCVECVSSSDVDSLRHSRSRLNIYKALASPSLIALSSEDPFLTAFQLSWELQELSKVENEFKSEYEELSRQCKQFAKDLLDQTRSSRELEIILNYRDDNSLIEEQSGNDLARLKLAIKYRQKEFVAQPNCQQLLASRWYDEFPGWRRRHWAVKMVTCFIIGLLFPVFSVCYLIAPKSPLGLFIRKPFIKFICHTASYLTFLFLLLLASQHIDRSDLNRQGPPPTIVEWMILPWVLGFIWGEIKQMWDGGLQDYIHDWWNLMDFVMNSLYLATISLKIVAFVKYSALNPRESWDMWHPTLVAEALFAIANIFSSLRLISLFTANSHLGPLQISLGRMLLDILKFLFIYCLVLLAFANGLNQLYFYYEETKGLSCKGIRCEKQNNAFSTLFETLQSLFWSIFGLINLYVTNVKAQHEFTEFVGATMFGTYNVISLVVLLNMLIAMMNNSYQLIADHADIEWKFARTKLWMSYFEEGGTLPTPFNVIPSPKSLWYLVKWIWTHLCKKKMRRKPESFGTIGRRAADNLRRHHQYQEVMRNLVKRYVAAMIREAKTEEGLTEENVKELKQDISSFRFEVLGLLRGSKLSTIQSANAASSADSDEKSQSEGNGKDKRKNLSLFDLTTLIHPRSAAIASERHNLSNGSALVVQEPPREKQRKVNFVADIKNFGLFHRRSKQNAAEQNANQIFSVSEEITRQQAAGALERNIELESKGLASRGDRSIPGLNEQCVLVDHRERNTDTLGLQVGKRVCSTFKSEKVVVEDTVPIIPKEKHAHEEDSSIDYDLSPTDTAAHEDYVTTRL
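System: HEK293 cells stably co-expressing mouse TRPC4beta and mu-opioid receptor; Schedule: Fluo4 dye loading 45 min at room temperature, 110 s recording; Detection: Fluo4 fluorescence, kinetic; Evaluation: B-scored integrated calcium fluorescence ratio; Controls: buffer (low) and maximal DAMGO (high).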
KCNQ1 inh – inhibitors of human KCNQ1 channel, primary screen, cell-based, thallium flux, high-throughput. Potassium voltage-gated channel subfamily KQT member 1 (Homo sapiens), P51787. CHO-K1 KCNQ1, FluxOR thallium flux fluorescence; stronger effect = higher value. B-score at 10 µM. 310,000 compounds, 1.3% hits. AID 2642, 2010;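 active = compounds whose thallium flux B-score, printed positive for inhibition, exceeds three library SD while starting fluorescence stays within three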;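 also: channel opened by potassium depolarization with thallium stimulus after 20 min compound exposure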
DYRK1A inh – rat Dyrk1A kinase inhibitors, primary screen, biochemical, single point, plate reader. ADP-Glo luminescence, NFATc1 peptide. 310,000 compounds, 0.43% hits. inhibition, % at 12.5 µM. AID 504441, 2011; in the data active = inhibition above about 50%;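 also: plate controls were vehicle with enzyme for no effect and no enzyme for full effect; many of its hits are not listed in these tables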
TRPC4 potent – positive allosteric modulators of TRPC4, primary screen, cell-based, mouse TRPC4beta, HEK293 mu-opioid, Fluo-4 calcium. Short transient receptor potential channel 4 (Mus musculus), Q9QUQ5. DAMGO EC20, Fluo-4 Ca2+ flux; stronger effect = higher value. B-score at 10 µM. 310,000 compounds, 0.42% hits;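 active = B-score of calcium response area above 5 SD of library B-scores, with initial fluorescence ratio within 5 SD of library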;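 also: B-score of integrated fluorescence ratio over time as area under calcium response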
TRPC4 block – inhibitors of mouse TRPC4 channel, primary screen, Fluo4 calcium, HEK293 TRPC4beta/mu-opioid cells; Short transient receptor potential channel 4 (Mus musculus), Q9QUQ5; DAMGO-evoked Fluo4 calcium flux; stronger effect = lower value; B-score at 10 µM; 300,000 compounds, 0.39% hits;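 active = B-score over 3 SD under the library average, no early fluorescence shift, positive overall ratio signal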
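Signal: kinetic Fluo4 fluorescence imaging of calcium influx. Material: stable TRPC4beta/mu-opioid receptor HEK293 cells. Probe or stimulus: DAMGO in two steps, submaximal then maximal.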
PolyA inhibitor – polyadenylation inhibitors in yeast reporter cells, primary screen, luminescence, S. cerevisiae | 300,000 compounds, 0.02% hits | calls only at 12 µM | S. cerevisiae SKY197-pL101 polyadenylation reporter, beta-gal luminescence; efflux-impaired pdr1/pdr3 knockout yeast; score 100 = 6 SD above DMSO;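 active = lowest replicate activity score at least 50, where 100 means six control SD above control mean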;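 also: yeast exposed to compound for 9 h at 30 °C; higher score means more reporter readthrough which indicates perturbed polyadenylation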
Starred values were filed as active, the others as inactive; i = inactive; x = not tested or not shown. Some of the compounds tested, so the mix of outcomes need not match the whole.

Values run as follows: Platelet DG rel, KCNQ1 act, hERG protect, KCNK9 block, KCNK3 inh, TRPC4 act, KCNQ1 inh, DYRK1A inh, TRPC4 potent, TRPC4 block, PolyA inhibitor
[1] CC1=NN(C(=O)Cn2ccc([N+](=O)[O-])n2)C(O)(C(F)(F)F)C1 (centres undefined)
 : 13.4, i, -7.9, i, i, i, i, -4.3, i, i, i
[2] O=C(OCCN1C(=O)c2ccccc2C1=O)c1ccco1
 : -0.9, i, -9.9, i, i, i, i, 2.6, i, i, i
[3] CCOC(=O)C1CCCN(C(=O)C2CCC(CNS(=O)(=O)c3ccc(NC(C)=O)cc3)CC2)C1 (centres undefined)
 : -10.8, i, -6.5, i, i, i, i, -3.5, i, i, i
[4] CN(C)S(=O)(=O)c1cccc(CSc2cccc[n+]2[O-])c1
 : -0.1, i, -5.4, i, i, i, i, -0.7, i, i, i
[5] CCOC(=O)CC1C(=O)NCCN1c1nc2c(C)cccn2c(=O)c1/C=C1\SC(=S)N(C(C)CC)C1=O (centres undefined)
 : 2.6, i, -35.2, i, x, i, i, x, i, i, i
[6] S=C(Nc1ccccc1Cl)N1CCC(c2ccccc2)C1 (centres undefined)
 : -4.4, i, -12.7, i, i, i, i, -7.7, i, i, i
[7] N#CC1C(C#N)N2CCCN2C1c1ccc(Br)cc1 (centres undefined)
 : 13.8, i, -6.2, i, i, i, i, x, i, i, i
[8] Nc1ncc(S(=O)(=O)c2ccc(Cl)cc2)c(N)n1
 : 11.9, i, -0.1, i, i, i, i, -2.9, i, i, i
[9] COC(=O)c1scc(S(=O)(=O)C(C)C)c1N/N=C(\C#N)C(=O)c1ccc(Cl)cc1
 : 2.3, i, -9.6, i, i, i, i, 4.4, i, i, i
[10] O=C(NCCS(=O)(=O)c1ccc(Br)cc1)c1ccccc1Cl
 : -2.9, i, -6.1, i, i, i, i, -1.2, i, i, i
[11] O=C(c1noc2c1CCCC2)N1CCC(CO)(Cc2ccccc2Cl)CC1
 : 0.2, i, -8.7, i, i, i, i, 3.9, i, i, i
[12] O=C(O)COc1cccc(/C=C2/SC(=S)N(Cc3ccccc3)C2=O)c1
 : -0.3, i, 0.3, i, i, i, i, 2.4, i, i, i
[13] CC1(C)Cc2ccccc2-c2n[nH]c(=S)n21
 : 2.5, i, 1.4, i, i, i, i, 25.4, i, i, i
[14] O=S(=O)(c1ccccc1)C1(S(=O)(=O)c2ccccc2)CCCC1
 : -0.3, i, -9.5, i, i, i, i, -5.1, i, i, i
[15] O=C(CCC(=O)Nc1ccc(F)cc1)N/N=C/c1ccc(O)cc1O
 : 3.4, i, -9.1, i, i, i, i, 2.0, i, i, i
[16] CCCCn1c(SCC(=O)Nc2nnc(CC)s2)nc2ccccc2c1=O
 : -2.6, i, -3.6, i, i, i, i, -5.2, i, i, i
[17] CCS(=O)(=O)Nc1ccc(C(=O)NCCSc2ccccc2)cc1
 : 0.9, i, -7.5, i, i, i, i, -0.7, i, i, i
[18] COc1ccc2nc(C)cc(Nc3ccc(N4CCOCC4)cc3)c2c1
 : 3.3, i, -5.9, i, i, i, i, -1.0, i, i, i
[19] Cc1ccccc1OCC(O)CN1CCN(CC(O)COc2ccccc2C)C(C)C1 (centres undefined)
 : 1.3, i, -6.8, i, i, i, i, -4.4, i, i, i
[20] CSCCC(NS(=O)(=O)c1ccccc1F)C(=O)NCc1ccncc1 (centres undefined)
 : 17.5, i, -10.1, i, i, i, i, -6.7, i, i, i
[21] O=C1CC(/C=C/c2ccc(Cl)cc2)=Nc2ccccc2N1
 : 4.4, i, -8.5, i, i, i, i, 1.1, i, i, i
[22] CC(=O)N1c2ccc(S(=O)(=O)NCCC(=O)Nc3ccc(C)c(Cl)c3)cc2CC1C (centres undefined)
 : -8.8, i, -11.6, i, i, i, i, x, i, i, i
[23] O=[N+]([O-])c1nn(-c2ccc(Cl)cc2)n(O)c1=NCc1cccnc1
 : -1.2, i, -1.5, i, i, i, i, 1.4, i, i, i
[24] Oc1ccc(Br)cc1Cn1nnc2ccccc21
 : -1.1, i, -8.8, i, i, i, i, 30.9, i, i, i
[25] O=C(c1ccc2c(c1)OCO2)N1CCN(c2ccc(F)cc2)CC1
 : -2.9, i, -4.6, i, i, i, i, -2.3, i, i, i
[26] Cc1cccc(NC(=O)Nc2cc(C)on2)c1
 : 8.9, i, -1.9, i, i, i, i, 2.7, i, i, i
[27] COc1ccc(-n2nnnc2CNC(=O)c2ccc3c(c2)OCO3)cc1
 : -16.3, i, -15.6, i, i, i, i, 7.6, i, i, i
[28] Cc1ccc2c(c1)C=CC(C)N2C(=O)c1ccccc1 (centres undefined)
 : -8.2, i, -13.1, i, i, i, i, 3.0, i, i, i
[29] CN(C)/C=N/c1c(C#N)cnn1-c1nc2ccccc2s1
 : -4.2, i, -3.2, i, i, i, i, 0.1, i, i, i
[30] COc1cccc(/C=C/C(=O)c2cccc([N+](=O)[O-])c2)c1
 : -1.8, i, -6.3, i, i, i, i, x, i, i, i
[31] COC(=O)c1ccc(C(NC(=O)OCc2ccccc2)/C(C)=C/[C@@H](C)C(=O)NCc2ccc(-c3ccccc3)cc2)cc1 (some centres undefined)
 : 1.4, i, -14.3, i, i, i, i, 8.7, i, i, i
[32] COc1cccc(OCc2cc(/C=N/NC(=O)c3ccn[nH]3)ccc2OC)c1
 : -3.2, i, -5.0, i, i, i, i, 3.9, i, i, i
[33] O=C(Nc1cccnc1)C1CCCN(S(=O)(=O)c2cccc3nsnc23)C1 (centres undefined)
 : -2.3, i, -2.0, i, i, i, i, 3.9, i, i, i
[34] CCN(CC)CCCn1c(=S)[nH]c2ncccc2c1=O
 : 2.4, i, -11.3, i, i, i, i, 0.8, i, i, i
[35] Cc1ccc(S(=O)(=O)N2CCOCC2)cc1NC(=O)COC(=O)C1COc2ccccc2O1 (centres undefined)
 : -5.5, i, -6.5, i, i, i, i, 2.5, i, i, i
[36] CC(C)(C)CC(C)(C)NC(=S)Nc1ccc(S(=O)(=O)N2CCOCC2)cc1
 : 17.0, i, -2.2, i, i, i, i, 6.5, i, i, i
[37] Cc1cc(=O)[nH]c(SCCOc2cccc(C(F)(F)F)c2)n1
 : -15.2, i, -2.1, i, i, i, i, 9.3, i, i, i
[38] O=C(Nc1ccc(Oc2cccnc2)cc1)C1CCN(Cc2ccccc2F)CC1
 : 3.9, i, -7.6, i, i, i, i, 1.2, i, i, i
[39] CSc1ccc(Cl)c(C(=O)NCCOc2cc(C(C)C)ccc2C)c1
 : -1.8, i, -10.2, -20.5*, -10.4*, i, i, 3.3, i, i, i
[40] CC(=O)O[C@H]1CC[C@@]2(C)C(=CC[C@H]3[C@@H]4CC[C@H](C5(C)OCCO5)[C@@]4(C)CC[C@@H]32)C1
 : -9.6, i, -12.0, i, i, i, i, 4.1, i, i, i
[41] CCOc1ccc(OCC)c(N=c2oc3c(C)ncc(CO)c3cc2C(N)=O)c1
 : 2.2, i, -12.1, i, i, i, i, -0.3, i, i, i
[42] CCC1C(=O)C(CC)C(c2ccccc2)NC1c1ccccc1 (centres undefined)
 : 0.8, i, -2.4, i, i, i, i, -6.7, i, i, i
[43] COC(=O)c1cc2nc(-c3ccccc3)cc(C(F)(F)F)n2n1
 : -8.8, i, 1.4, i, i, i, i, -0.2, i, i, i
[44] CCOC(=O)C1CCCN(CCC(=O)Nc2ccc(C)cc2)C1 (centres undefined)
 : -1.3, i, -6.5, i, i, i, i, 4.2, i, i, i
[45] O=C(OCn1cncn1)c1ccc(Cl)cc1Cl
 : 0.3, i, -7.5, i, i, i, i, -5.7, i, i, i
[46] O=C(Cc1ccc(Cl)cc1)Nc1ccc(-c2nnc(-c3ccco3)o2)cc1
 : 0.1, i, -13.6, i, i, i, i, 1.2, i, i, i
[47] CC(C)C[C@H](NC(=O)c1nc[nH]c1C(=O)NC1CCN(C(=O)OC(C)(C)C)CC1)C(=O)OCc1ccccc1
 : 2.5, i, -12.4, i, i, i, i, 9.8, i, i, i
[48] Cc1nn(C(C)C(=O)N2CCN(c3ccccn3)CC2)c(=O)c2cc3occc3n12 (centres undefined)
 : 27.1, i, -8.6, i, i, i, i, 1.0, i, i, i
[49] COc1ccc(CC(=O)NNS(=O)(=O)c2ccc3ccccc3c2)cc1OC
 : 13.2, i, -7.0, i, i, i, i, 2.6, i, i, i
[50] CCOC(=S)SCC(=O)N1CCc2ccccc2C1C1C(=O)CCCC1=O (centres undefined)
 : -0.9, i, -5.9, i, i, i, i, 0.8, i, i, i
[51] C/C(=N/NC(=O)C1CC1(c1ccccc1)c1ccccc1)c1cccs1 (centres undefined)
 : 1.0, i, -12.4, i, i, i, i, -4.6, i, i, i
[52] CC(c1nnc(SCC(=O)N2CCc3ccccc32)n1-c1ccc(Cl)cc1)N(C)C (centres undefined)
 : -4.7, i, -10.9, i, i, i, i, -2.3, i, i, i

Shown with one line to a screen: two of the compounds above
#48 Cc1nn(C(C)C(=O)N2CCN(c3ccccn3)CC2)c(=O)c2cc3occc3n12 (centres undefined)
#49 COc1ccc(CC(=O)NNS(=O)(=O)c2ccc3ccccc3c2)cc1OC
compound no.	48	49
Platelet DG rel	27.1	13.2
KCNQ1 act	i	i
hERG protect	-8.6	-7.0
KCNK9 block	i	i
KCNK3 inh	i	i
TRPC4 act	i	i
KCNQ1 inh	i	i
DYRK1A inh	1.0	2.6
TRPC4 potent	i	i
TRPC4 block	i	i
PolyA inhibitor	i	i
